Tcruzi prolif: T. cruzi intracellular proliferation inhibitors, primary screen, cell-based, beta-gal Tulahuen parasites, NIH3T3 host, luminescence | T. cruzi beta-gal in NIH3T3, GalScreen luminescence, 90 h | inhibition, % at 8.34 µM | 77,000 tested, 5.9% active;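 active = mean inhibition above about 93%, with at least 55% of replicates each passing it, limit read from the data, passing the limit was not always enough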
C diff growth: C. difficile growth inhibitors, primary screen, HTS; Clostridium difficile clinical isolate growth, OD600, 24 h; active compounds read low; growth activity, negative = inhibition, % at 16 µg/mL (by protocol); 86,000 tested, 0.25% active;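 active = mean growth activity at or below -80% and every replicate also at or below -80%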;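 note: 0% = DMSO wells and -100% = levofloxacin 16 µg/mL wells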
KDM4C inh: inhibitors of GASC-1 (KDM4C) histone demethylase, primary screen, biochemical, single concentration HTS; AID 720574, 2013; GST-KDM4C 2-372, H3K9me3 peptide, LANCE TR-FRET; 96,000 tested, 0.15% active; inhibition, % at 12.5 µM;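 active = mean replicate inhibition above about 25%, with at least 55% of replicates also reaching it, limit read from the data, passing the limit was not always enough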
Target sequence (Q9H3R0 2-372 limits assumed): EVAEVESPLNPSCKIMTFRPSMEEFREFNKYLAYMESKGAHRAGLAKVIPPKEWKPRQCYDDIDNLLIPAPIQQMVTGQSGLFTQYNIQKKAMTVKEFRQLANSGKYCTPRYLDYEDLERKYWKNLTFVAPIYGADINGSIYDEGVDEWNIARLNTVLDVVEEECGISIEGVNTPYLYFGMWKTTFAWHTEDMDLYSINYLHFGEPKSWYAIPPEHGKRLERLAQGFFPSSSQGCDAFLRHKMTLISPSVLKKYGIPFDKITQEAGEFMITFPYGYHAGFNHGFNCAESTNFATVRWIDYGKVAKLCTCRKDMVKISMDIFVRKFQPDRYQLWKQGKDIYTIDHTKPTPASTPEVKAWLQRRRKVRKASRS
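System – N-terminal GST-fused human GASC-1 (KDM4C) fragment, residues 2-372 · Input – enzyme final amount 10 nM · Technique – LANCE TR-FRET, Eu antibody, ULight-streptavidin, EDTA, ex 340 nm, em 618/671 nm · Medium – HEPES buffer, pH 7.5, plus ascorbate · Incubation – enzyme reaction 30 min, then detection 60 min, both room temperature · Reagent – H3K9me3 peptide with Fe(II)/2OG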
Pf Dd2 growth: P. falciparum Dd2 growth inhibitors, primary screen, SYBR Green fluorescence, single dose replicates; 72 h; active compounds read low; activity change, % at 10 µM; 94,000 tested, 2.3% active; AID 1159554, 2015; in the data active = activity change below about -80%
The depositor's hits bear a star; x = not tested or not shown; & = joins results of further samples.

SMILES	Tcruzi prolif	C diff growth	KDM4C inh	Pf Dd2 growth
COc1ccccc1-c1cn(CC[C@@H]2CC[C@@H](NC(=O)C3CCOCC3)[C@H](CO)O2)nn1	6	x	0.0	-1
CC(C)(C)[S@@](=O)N1Cc2cc(C(=O)N[C@H]3CCN(Cc4ccccc4)C3)nc(-c3cccc(-c4cccnc4)c3)c2[C@H]1CCO	63	x	-3.4	-74
C[C@@H]1CN([C@H](C)CO)C(=O)c2cc(/C=C/c3ccccc3)cnc2O[C@H]1CN(C)S(=O)(=O)c1cn(C)cn1	48	0	-3.4	-19
CNC(=O)C[C@H]1CC[C@@H]2[C@H](COc3ccc(NC(=O)C4CCCCC4)cc3C(=O)N2C)O1	6	-1	0.0	5
COc1ccccc1CNC(=O)C[C@H]1CC[C@H]2[C@@H](COC[C@@H](O)CN2Cc2ccc3c(c2)OCO3)O1	18	3&-5	-1.3	4
C[C@@H]1CCCCO[C@@H](CN(C)C(=O)CCCN(C)C)[C@@H](C)CN([C@@H](C)CO)C(=O)c2cc(NS(=O)(=O)c3ccc(F)cc3)ccc2O1	x	-3	1.6	0
CCC(=O)N1CCCCN2[C@H](CO)[C@@H](c3ccc(-c4cccnc4)cc3)[C@@H]2C1	60	-9	0.9	21
COc1ccc(S(=O)(=O)Nc2ccc3c(c2)CC(=O)N([C@H](C)CO)C[C@H](C)[C@H](CN(C)C(=O)Nc2ccc(C(F)(F)F)cc2)O3)cc1	35	-6	-1.3	-6
Cc1ccc(S(=O)(=O)N(C)C[C@H]2Oc3ccc(NS(=O)(=O)c4cccs4)cc3CC(=O)N([C@H](C)CO)C[C@H]2C)cc1	69	22	-2.9	-25
CO[C@@H]1CN(C)C(=O)c2cc(NC(=O)Nc3ccc(Cl)cc3)ccc2OC[C@H](C)N(C(=O)Nc2c(C)noc2C)C[C@H]1C	-2	-9	-1.9	-7
COc1ccccc1-c1cn(CC[C@@H]2CC[C@H](NC(=O)Cc3ccccn3)[C@H](CO)O2)nn1	16	1	0.3	-6
COCC(=O)N(C)C[C@@H]1Oc2ncc(-c3ccccc3OC)cc2C(=O)N([C@@H](C)CO)C[C@@H]1C	90	-2	-0.2	-8
C/C=C/c1cnc2c(c1)C(=O)N([C@@H](C)CO)C[C@@H](C)[C@H](CN(C)C(=O)Cc1ccccn1)O2	x	1	0.5	8
Cc1cccc(S(=O)(=O)N2CC[C@@H]3[C@H](CO)Nc4ccc(C#Cc5ccccc5F)cc4[C@@H]32)c1	24	-2	-1.2	-29
CCC(=O)N(C)C[C@H]1Oc2cc(C#Cc3cccnc3)ccc2S(=O)(=O)N([C@@H](C)CO)C[C@H]1C	-3	0	1.9	11

4 compounds from above, showing only Pf Dd2 growth:
SMILES	Pf Dd2 growth
C/C=C/c1cnc2c(c1)C(=O)N([C@@H](C)CO)C[C@@H](C)[C@H](CN(C)C(=O)Cc1ccccn1)O2	8
CCC(=O)N(C)C[C@H]1Oc2cc(C#Cc3cccnc3)ccc2S(=O)(=O)N([C@@H](C)CO)C[C@H]1C	11
COCC(=O)N(C)C[C@@H]1Oc2ncc(-c3ccccc3OC)cc2C(=O)N([C@@H](C)CO)C[C@@H]1C	-8
COc1ccccc1-c1cn(CC[C@@H]2CC[C@@H](NC(=O)C3CCOCC3)[C@H](CO)O2)nn1	-1

Entries of single compounds from above.
COc1ccccc1-c1cn(CC[C@@H]2CC[C@H](NC(=O)Cc3ccccn3)[C@H](CO)O2)nn1 across the screens: Tcruzi prolif = 16; C diff growth = 1; KDM4C inh = 0.3; Pf Dd2 growth = -6
COc1ccc(S(=O)(=O)Nc2ccc3c(c2)CC(=O)N([C@H](C)CO)C[C@H](C)[C@H](CN(C)C(=O)Nc2ccc(C(F)(F)F)cc2)O3)cc1 across the screens: Tcruzi prolif = 35; C diff growth = -6; KDM4C inh = -1.3; Pf Dd2 growth = -6

(next part)
SMILES	Tcruzi prolif	C diff growth	KDM4C inh	Pf Dd2 growth
CCCC#Cc1cnc2c(c1)C(=O)N([C@H](C)CO)C[C@H](C)[C@H](CN(C)C(=O)Nc1cccc(F)c1)O2	x	2	-3.1	14
CC(=O)Nc1ccc2c(c1)C(=O)N(C)[C@@H]1CC[C@@H](CC(=O)NCC3CC3)O[C@H]1CO2	30	1	-0.1	19
Cc1noc(C)c1S(=O)(=O)N(C)C[C@@H]1OCCCC[C@@H](C)Oc2ccc(NC(=O)C3CCCCC3)cc2C(=O)N([C@H](C)CO)C[C@@H]1C	23	-1	-1.0	-29
C[C@@H]1CN([C@@H](C)CO)C(=O)c2cc(NC(=O)Nc3ccc(F)cc3)ccc2O[C@@H]1CN(C)CC1CCCCC1	-15	4	-1.5	13
CC(C)NC(=O)Nc1ccc2c(c1)C(=O)N([C@H](C)CO)C[C@H](C)[C@H](CN(C)C(=O)NC(C)C)OCCCC[C@H](C)O2	56	5	0.1	-3
CC(=O)N(C)C[C@@H]1Oc2cc(C#Cc3ccccc3F)ccc2S(=O)(=O)N([C@@H](C)CO)C[C@@H]1C	64	-11	0.9	-37
CO[C@@H](CN(C)C(=O)C1CCOCC1)[C@@H](C)CN(C(=O)Nc1ccc(F)cc1)[C@H](C)CO	0	x	0.1	40
COc1ccc(-c2ccc([C@@H]3[C@@H](C#N)N(C(=O)CN(C)C)[C@@H]3CO)cc2)cc1	108*	-6	-3.3	-31
C[C@@H]1CN([C@H](C)CO)C(=O)c2cc(NC(=O)Nc3ccc4c(c3)OCO4)ccc2O[C@H]1CN(C)Cc1ccccc1	-13	0	x	20
CO[C@@H]1CN(C)C(=O)c2cc(NC(C)=O)ccc2OC[C@@H](C)N(C(=O)c2ccncc2)C[C@H]1C	-13	-4	9.6	18
CNC[C@H]1Oc2ccc(NC(=O)Nc3c(C)noc3C)cc2CC(=O)N([C@H](C)CO)C[C@@H]1C	-2	-2	0.4	25
O=C(NC1CCCC1)N1CCCCN2[C@H](C1)[C@H](c1ccc(-c3ccncc3)cc1)[C@@H]2CO	-5	-6	-1.3	-6
C[C@H]1CN([C@@H](C)CO)C(=O)Cc2cc(NS(=O)(=O)c3cccs3)ccc2O[C@@H]1CN(C)Cc1ccc2c(c1)OCO2	73	-11	-0.3	27
C[C@H]1CN([C@@H](C)CO)S(=O)(=O)c2ccc(Br)cc2O[C@@H]1CN(C)CC1CCOCC1	87	3	1.4	8
COc1ccccc1C(=O)Nc1ccc2c(c1)OC[C@H](C)NC[C@H](C)[C@H](OC)CN(C)C2=O	-44	-1	0.4	-10
COc1ccc2c3c(n(C)c2c1)[C@@H](CO)N(Cc1ccccc1F)CC31CN(CC2CC2)C1	x	7	x	-8
C[C@@H]1CN([C@H](C)CO)C(=O)Cc2cc(NS(C)(=O)=O)ccc2O[C@H]1CN(C)CC1CC1	2	2	1.5	40
CS(=O)(=O)Nc1ccc2c(c1)[C@@H]1C[C@@H](CC(=O)O)O[C@@H](CO)[C@@H]1O2	x	7	0.2	3
CC(C)NC(=O)N[C@H]1CC[C@H](CCn2cc(-c3ccccc3)nn2)O[C@@H]1CO	-16	6	-0.5	-5
CCCN1C[C@H](C)[C@H](OC)CN(C)C(=O)c2cc(NC(=O)c3cnccn3)ccc2OC[C@@H]1C	-14	x	-0.3	15
C[C@H](CO)N1C[C@H](C)[C@H](CN(C)Cc2ccc3c(c2)OCO3)Oc2ccc(NS(=O)(=O)c3cccs3)cc2CC1=O	23	1	11	11
C[C@@H]1CN([C@@H](C)CO)C(=O)Cc2cc(NC(=O)C3CC3)ccc2O[C@H]1CN(C)C	-14	0	0.8	6
C[C@@H]1CN([C@@H](C)CO)C(=O)c2cc(-c3cccc(F)c3)cnc2O[C@@H]1CN(C)Cc1cccnc1	41	-6	0.3	16
O=C(c1cnccn1)N1C[C@H]2[C@@H](c3ccccc31)[C@@H](CO)N2Cc1ccccc1Cl	16	-2	0.4	-7
COc1ccc(NC(=O)Nc2ccc3c(c2)[C@@H]2C[C@H](CC(=O)N4CCCCC4)O[C@H](CO)[C@@H]2O3)cc1	75	-1	1.2	-12
C[C@H](CO)N1C[C@H](C)[C@H](CN(C)Cc2cccc(C(F)(F)F)c2)OCc2ccccc2-c2c(n(C)c3ccccc23)C1=O	x	7	x	-83*
COc1ccc(NC(=O)N(C)C[C@@H]2Oc3ccc(NC(=O)CCN4CCOCC4)cc3C(=O)N([C@@H](C)CO)C[C@@H]2C)cc1	36	3	0.5	-10
CCC(=O)N1CC2(C1)[C@H](c1ccccc1)[C@H](CO)N2CCC(F)(F)F	x	3	0.2	9
C[C@H](CO)N1C[C@H](C)[C@@H](CN(C)C(=O)Nc2cccc3ccccc23)Oc2ccc(N(C)C)cc2CC1=O	9	-2	0.3	-46
COc1ccc(CN(C)C[C@H]2Oc3ccc(NS(=O)(=O)c4cccs4)cc3C(=O)N([C@@H](C)CO)C[C@H]2C)cc1	-4	-4	0.3	48
COCC(=O)N1[C@@H](C#N)[C@H](c2ccc(C#CCC3CCCC3)cc2)[C@@H]1CO	72	-8	2.9	-31
COc1cccc(S(=O)(=O)N[C@@H]2CC[C@H](CCn3cc(-c4ccc(F)cc4)nn3)O[C@@H]2CO)c1	1	5	-0.9	-37
C[C@@H]1CN([C@@H](C)CO)C(=O)c2cccc(N(C)C)c2O[C@H]1CN(C)S(=O)(=O)c1cccs1	41	-4	-0.6	-15
O=C(Nc1cc(F)ccc1F)N[C@@H]1C=C[C@H](CC(=O)N2CCc3ccccc3C2)O[C@H]1CO	-41	x	0.8	4
C[C@H](CO)N1C[C@H](C)[C@H](CN(C)Cc2ccc(C(F)(F)F)cc2)OCc2ccccc2-c2ccccc2C1=O	x	-1	0.0	-84*
COc1ccc(S(=O)(=O)Nc2cccc3c2O[C@H](CN(C)S(=O)(=O)c2c(C)noc2C)[C@H](C)CN([C@@H](C)CO)C3=O)cc1	-65	x	0.4	6
CO[C@@H]1CN(C)C(=O)c2ccc(NC(C)=O)cc2OC[C@@H](C)N(CC2CC2)C[C@@H]1C	-14	-2	0.7	-2
O=C(Nc1ccccc1)N1CC(=O)N2[C@H](C1)[C@@H](c1ccc(C#Cc3cccnc3)cc1)[C@@H]2CO	x	0	1.9	-3
O=C(N[C@H]1CC[C@@H](CCn2cc(-c3ccccc3)nn2)O[C@H]1CO)c1cnccn1	30	-6	0.9	2
Cc1noc(C)c1NC(=O)Nc1cccc2c1O[C@@H](CN(C)C(=O)Nc1ccc(F)cc1)[C@@H](C)CN([C@H](C)CO)C2=O	-37	x	0.5	11
C[C@H](CO)N1C[C@H](C)[C@H](CN(C)S(=O)(=O)c2cn(C)cn2)Oc2c(NS(=O)(=O)c3ccc(F)cc3)cccc2C1=O	7	-7	-0.1	-25
COc1ccccc1NC(=O)N[C@H]1CC[C@H](CCn2cc(-c3ccccc3)nn2)O[C@@H]1CO	29	-3	-0.3	-19
O=C(Nc1ccc(Cl)cc1)N[C@H]1CC[C@H](CCn2cc(Cc3ccccc3)nn2)O[C@@H]1CO	30	7	0.2	-27
C[C@@H]1CN([C@H](C)CO)C(=O)c2cc(-c3cccc(C#N)c3)cnc2O[C@H]1CN(C)C(=O)C1CCC1	-100	6	0.4	1
C[C@@H]1CN([C@@H](C)CO)C(=O)Cc2cc(NS(=O)(=O)c3cn(C)cn3)ccc2O[C@H]1CN(C)Cc1ccc(Oc2ccccc2)cc1	5	-4	0.5	-37
CCCC(=O)Nc1ccc2c(c1)C(=O)N(C)[C@@H]1CC[C@H](CC(=O)OC)O[C@@H]1CO2	7	-3	1.4	2
O=C(c1ccncc1)N1C[C@@H]2[C@H](c3ccccc31)[C@H](CO)N2C(=O)c1ccccn1	-5	6	-0.3	9
CO[C@H]1CN(C)C(=O)c2ccc(NC(=O)c3ccc4c(c3)OCO4)cc2OC[C@@H](C)N(CCC(F)(F)F)C[C@@H]1C	51	x	-0.6	-46
C[C@@H]1CN([C@H](C)CO)C(=O)c2cc(NC(=O)Nc3ccc(F)cc3)ccc2O[C@@H]1CN(C)Cc1ccc(C(F)(F)F)cc1	42	20	-0.8	8
Cc1ccc(S(=O)(=O)Nc2ccc3c(c2)C(=O)N([C@@H](C)CO)C[C@@H](C)[C@@H](CN(C)S(=O)(=O)c2cn(C)cn2)O3)cc1	14	2	-3.4	-26
C[C@H](CO)N1C[C@H](C)[C@@H](CN(C)Cc2ccc(C(F)(F)F)cc2)Oc2ccc(NC(=O)Nc3ccc4c(c3)OCO4)cc2C1=O	8	2	0.4	-4
CO[C@@H]1CN(C)C(=O)c2cc(NS(C)(=O)=O)ccc2OC[C@H](C)N(C(=O)C2CCCC2)C[C@H]1C	36	x	-1.2	x
CCCN(C)C[C@@H]1Oc2ncc(-c3cccnc3)cc2C(=O)N([C@H](C)CO)C[C@H]1C	4	1	2.0	-40
